# ABCB1 inh = ABCB1 efflux pump inhibitors, primary screen, cell-based, multiplex, flow cytometry, ABCG2 counter-screen | inhibition, % at 6.6 µM | CCRF-Adr cells, JC-1 efflux | 0.067% of 190,000 active; in the data active means inhibition above about 40%;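 further: 0% = vehicle and 100% = reference inhibitor; higher value means more JC-1 retained so stronger ABCB1 efflux block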
# RGS7-Gao reg = RGS7-Galphao binding modulators, primary screen, biochemical, multiplexed bead flow cytometry. 0.35% of 220,000 active. binding response (% of control), % at 10 µM. actives lie on both sides; in the data active means binding response below about 49% or above about 150%; inconclusive means no clear call, values can overlap the other calls; inactive means in between;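 further: fluorescent Galphao held in activated GDP-AlF4 state binding bead-coupled RGS7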
# GSH bead fluor = compound fluorescence on glutathione beads, profiling panel, artefact control, biophysical, 488/530 nm, flow cytometry | 0.25% of 190,000 active | AID 1776, 2009 | GSH beads flow cytometry, compound fluorescence 488/530 nm; hits give high values | fluorescence (KMESF) at 10 µM; in the data active means fluorescence above about 89;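 further: glutathione beads carrying GST-tagged Bcl family fusion proteins plus one bare bead set; values are compound well signal with DMSO vehicle wells as background; inactives centre near 16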
# ABCG2 inh = ABCG2 efflux pump inhibitors, primary screen, multiplex with ABCB1, IgMXP3 cells, flow cytometry | AID 1325, 2008 | inhibition, % at 6.6 µM | 0.1% of 190,000 active | JC-1 efflux | Broad substrate specificity ATP-binding cassette transporter ABCG2 (Homo sapiens), Q9UNQ0;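 active means inhibition above 80%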;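 further: 0% = DMSO and 100% = nicardipine control wells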
# Target sequence (Q9UNQ0 whole entry, looked up): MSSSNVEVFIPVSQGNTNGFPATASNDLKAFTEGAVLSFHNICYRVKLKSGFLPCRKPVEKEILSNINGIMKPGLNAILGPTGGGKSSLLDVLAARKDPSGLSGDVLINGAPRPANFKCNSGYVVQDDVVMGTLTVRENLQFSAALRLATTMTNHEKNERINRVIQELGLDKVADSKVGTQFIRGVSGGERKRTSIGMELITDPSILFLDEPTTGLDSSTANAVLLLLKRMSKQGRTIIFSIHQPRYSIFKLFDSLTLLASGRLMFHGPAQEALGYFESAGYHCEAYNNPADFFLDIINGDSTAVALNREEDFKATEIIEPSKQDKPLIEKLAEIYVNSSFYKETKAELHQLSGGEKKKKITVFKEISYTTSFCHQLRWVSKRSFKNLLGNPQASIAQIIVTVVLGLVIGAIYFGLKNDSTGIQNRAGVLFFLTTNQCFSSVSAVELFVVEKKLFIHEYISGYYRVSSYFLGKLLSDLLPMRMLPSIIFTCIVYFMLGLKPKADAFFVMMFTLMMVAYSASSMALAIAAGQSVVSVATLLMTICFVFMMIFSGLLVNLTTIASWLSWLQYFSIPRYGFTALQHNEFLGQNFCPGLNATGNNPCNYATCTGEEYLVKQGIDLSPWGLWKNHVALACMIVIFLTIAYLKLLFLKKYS
#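 Read-out basis: Efflux inhibition in percent versus controls | Test system: ABCG2 IgMXP3 and barcoded ABCB1 CCRF-Adr cell mix | Quantity: 3 million cells/mL in well | Schedule: 10 min at 25 °C | Control set: Nicardipine as high control, DMSO as low control | Reagent: JC-1 as fluorescent efflux pump substrate | Signal: Flow cytometry of retained JC-1 fluorescence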
# Bcl-W Bim block = inhibitors of Bim binding to Bcl-W, primary screen, biochemical, multiplexed, bead-based flow cytometry. Bcl-2-like protein 2 (Homo sapiens), Q92843. Bim peptide-Bcl-W binding. inhibition, % at 10 µM. 0.02% of 190,000 active;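 further: 0% = bound tracer without compound and 100% = peptide blocker; higher means less fluorescent Bim peptide bound to Bcl-W beads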
# Target sequence (Q92843 whole entry, looked up): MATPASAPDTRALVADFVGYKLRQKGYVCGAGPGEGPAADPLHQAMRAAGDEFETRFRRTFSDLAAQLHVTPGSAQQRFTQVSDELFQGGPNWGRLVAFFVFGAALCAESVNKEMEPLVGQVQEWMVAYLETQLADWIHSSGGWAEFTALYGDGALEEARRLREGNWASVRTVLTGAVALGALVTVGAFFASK
# Bcl-B Bim block = inhibitors of Bim-Bcl-B binding, primary screen, biochemical, multiplexed, human Bcl-2 family; Bcl-2-like protein 10 (Homo sapiens), Q9HD36; bead-based flow cytometry, Bim peptide-Bcl-B binding; inhibition, % at 10 µM; 0.073% of 190,000 active; AID 951, 2007;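 further: 0% = tracer peptide without compound and 100% = reference inhibitor peptide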
# Target sequence (Q9HD36 whole entry, looked up): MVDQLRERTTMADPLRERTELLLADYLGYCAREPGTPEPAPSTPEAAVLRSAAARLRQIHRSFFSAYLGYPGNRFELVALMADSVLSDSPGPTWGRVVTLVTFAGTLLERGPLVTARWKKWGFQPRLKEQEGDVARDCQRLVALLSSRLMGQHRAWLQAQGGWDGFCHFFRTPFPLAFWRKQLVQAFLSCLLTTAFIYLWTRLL
# Bim-Bcl-XL = inhibitors of Bim-Bcl-XL binding, primary screen, biochemical, multiplexed, bead flow cytometry, human Bcl-XL. Bim peptide-Bcl-XL binding, fluorescence. Bcl-2-like protein 1 (Homo sapiens), Q07817. 0.04% of 190,000 active. inhibition, % at 10 µM. AID 1007, 2008
# Bim-Bfl-1 = inhibitors of Bim binding to Bfl-1, primary screen, biochemical, multiplexed, bead-based flow cytometry; inhibition, % at 10 µM; Bcl-2-related protein A1 (Homo sapiens), Q16548; AID 1008, 2008; 0.12% of 190,000 active; Bim-Bfl-1 binding inhibition;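 further: 0% = wells without compound plus tracer and 100% = blocker peptide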
# Bim-Bcl-2 = inhibitors of Bim-Bcl-2 binding, primary screen, biochemical, multiplexed, human Bcl-2 family; Apoptosis regulator Bcl-2 (Homo sapiens), P10415; Bead-based flow cytometry, Bim peptide-Bcl-2 binding; inhibition, % at 10 µM; 0.06% of 190,000 active; AID 950, 2007; in the data active means inhibition above about 40%; inconclusive means no clear call, values can overlap the other calls;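 further: 0% = no compound wells with probe peptide and 100% = reference peptide inhibitor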
# RGS4-Gao reg = modulators of RGS4 binding to Galphao, primary screen, biochemical, multiplexed bead flow cytometry; binding response (% of control), % at 10 µM; actives lie on both sides; 0.33% of 220,000 active; in the data active means binding response below about 49% or above about 150%; inactive means in between;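 further: fluorescent Galphao activated with aluminum fluoride binding bead-coupled RGS4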
# Avidin fluor = green autofluorescence of compounds with avidin beads – biophysical, 488/530 nm, flow cytometry, artefact control, profiling panel. compound fluorescence 488/530 nm; hits give high values. fluorescence (KMESF) at 10 µM. 0.38% of 220,000 active. AID 1775, 2009; in the data active means fluorescence above about 47; further: inactives centre near 10
# * = called active by the depositor; ? = inconclusive. Unless noted, no stated cut-off is given here; in the data, active means inhibition above about 40%. No enrichment for hits. Share with any hit: about 1.3%.
Compound,ABCB1 inh,RGS7-Gao reg,Avidin fluor,ABCG2 inh,Bim-Bcl-XL,Bcl-W Bim block,GSH bead fluor,Bcl-B Bim block,Bim-Bcl-2,RGS4-Gao reg,Bim-Bfl-1
COc1ccccc1/C=C/C1=NC(=C\N(C)C)/C(=O)O1,0.6,102,7,4,0,0,15,-3,-1,102,-4
O=C(/C=C/c1ccc(Cl)cc1)Nc1ccc(N2CCOCC2)cc1,-1.1,?,16,-3,3,3,10,1,0,101,-3
COCCCNC(=S)NCCc1ccc(F)cc1,-1.8,101,11,-5,2,0,26,2,6,100,4
COc1cccc(C(=O)Nc2cccc(-c3nc4ncccc4o3)c2C)c1,0.2,95,11,20,10,2,44,-3,-4,95,-9
CCOC(=O)c1[nH]cnc1C(=O)Nc1ccccc1,0.2,98,20,2,-2,-4,11,-3,-3,98,-6
COc1ccc(NC(=S)N2CCN(CCN3C(=O)c4cccc5cccc(c45)C3=O)CC2)cc1,0.8,?,10,21,-3,0,14,-4,-2,104,-3
O=C(NCc1cccs1)c1ccc([N+](=O)[O-])cc1,2.0,100,3,13,-1,-1,7,-2,0,98,-1
CC(=O)c1nc(-c2ccccc2)sc1C,0.4,102,23,1,-5,-5,12,-5,-3,104,-6
NS(=O)(=O)c1ccc(N/N=C/c2ccccc2C(=O)O)c([N+](=O)[O-])c1,-0.5,?,13,0,0,0,13,-1,-2,101,-5
Cc1cc(NC(=O)CSc2nnc(Nc3ccccc3)s2)no1,0.3,98,10,2,-5,2,11,-7,-9,100,-11
COc1cccc(C(=O)c2c[nH]c(C(=O)NCCCN(C)C)c2)c1,0.9,99,7,3,0,5,9,0,0,98,-6
CCc1cc2c(=O)c(-c3nc4ccccc4n3C)c(COCC(=O)O)oc2cc1OC(=O)C(C)(C)C,0.2,100,27,-1,0,-1,20,0,2,103,-1
O=C(Cn1cc([N+](=O)[O-])cn1)NCc1ccco1,0.1,91,5,1,-4,-3,23,-6,-2,88,2
CCOC(=O)N1CCC(=NNc2ccc(S(N)(=O)=O)cc2[N+](=O)[O-])CC1,0.4,97,11,2,-3,1,11,-1,0,104,-2
COc1ccc(-c2nnc3ccc(SCC(=O)Nc4nc5ccccc5s4)nn23)cc1OC,-0.5,103,23,12,-4,-3,14,-5,-4,103,-8
CN(C)S(=O)(=O)c1cccc(NC(=O)c2cc(-c3cccs3)nc3ccccc23)c1,-0.1,97,0,-1,-2,0,5,-2,0,100,-1
CN1C(=S)SC(N(O)C(=O)NC2CCCCC2)C1(C)C (stereo unspecified),0.5,103,39,2,-2,2,13,-3,-2,101,-2
Cc1[nH]c2ccccc2c1C(=O)C(=O)N1CCN(C)CC1,0.9,101,5,18,0,0,22,-6,-4,102,-6
C=CCSC1=C(C#N)C(c2ccccc2Cl)CC(=O)N1 (stereo unspecified),0.9,99,16,5,-5,0,25,-5,-7,100,-9
CC(=O)c1ccc(-n2nnnc2SCC(=O)Nc2cccc(NC(=O)c3ccco3)c2)cc1,0.0,99,8,5,-1,-1,31,0,0,98,-2
COCCCNS(=O)(=O)c1ccc2c3c(cccc13)C(=O)S2,2.0,98,36,38,-8,-1,19,-7,-6,98,-18
COC(=O)NNC(=O)c1cccc(C)c1,1.6,94,35,29,-7,-1,25,-7,-11,94,-22
CN(Cc1nc2ccccc2c(=O)[nH]1)C(=O)c1ccc(S(=O)(=O)N(C)C)cc1,1.1,101,11,5,-2,0,24,-7,2,102,4
Cc1ccc(S(=O)(=O)NCC(=O)N(CC(=O)NCC2CCCO2)CC2CCCO2)cc1 (stereo unspecified),0.4,100,19,2,1,1,12,0,-1,100,-2
Cc1ccccc1-c1nc(CN(C)C(C)c2ccon2)c(C)o1 (stereo unspecified),0.2,103,11,1,-1,-1,18,-4,0,102,-6
C/C(=N\NC(=O)c1cccs1)C(C)(C)C,-0.1,103,2,-1,-5,0,5,-2,-2,104,0
O=C(O)c1ccccc1SCC(=O)N1CCOCC1,0.0,108,11,-1,0,0,18,-1,-5,101,-2
Fc1cccc(Cc2noc(CN3CCN(C4CCc5ccccc5C4)CC3)n2)c1 (stereo unspecified),0.8,105,11,1,4,1,17,1,2,109,-2
Cc1cc(NS(=O)(=O)c2ccc(NS(=O)(=O)c3ccc(CC(C)C)cc3)cc2)nc(C)n1,-1.6,100,11,-7,2,8,8,0,0,100,6
COc1cccc(NC(=O)CSc2nnc(Cc3cccs3)n2-c2ccc(C)cc2)c1,5.5,104,18,32,-9,-4,27,-10,-11,100,-13
COc1cc(N)c(Cl)cc1Cl,0.5,102,13,2,-1,-1,10,-1,-2,103,-5
COc1ccc2c(c1OC)C(=O)N(c1ccc(O)cc1)C2=O,0.9,103,3,11,-4,-3,10,-6,-2,99,-7
CCc1ccc(/C=C\C(=O)N2CCc3ccccc3C2)cc1,0.0,94,3,0,-2,0,21,-1,0,98,-3
COc1ccc(C(=O)Nc2ccccc2C(=O)NC(C)C)cc1OC,1.3,100,7,4,-3,0,48,-4,-6,102,-8
O=C(/C=C/c1ccc(Cl)c([N+](=O)[O-])c1)Nc1ccc(N2CCCC2)cc1,-0.4,92,12,0,-5,-3,8,-7,-3,95,-3
COc1ccc(NC(=O)C2CCCN(S(=O)(=O)c3cccc4cccnc34)C2)cc1OC (stereo unspecified),-0.3,94,5,-1,-3,1,12,0,1,93,-4
CC(NC(=O)c1cc2ccccc2o1)c1ccccc1 (stereo unspecified),0.5,102,9,2,0,-2,9,-4,-4,103,-9
CCCC/C(O)=C/c1nc2ccccc2[nH]c1=O,0.6,101,9,5,10,2,25,0,1,102,0
C=CCOC(=O)C1=C(C)OC(N)=C(C#N)C1c1c(C)nn(-c2ccccc2)c1Cl (stereo unspecified),2.0,94,24,5,0,0,11,-4,0,96,1
COc1ccc(CNC(=O)c2ccccc2[N+](=O)[O-])cc1,1.4,101,9,6,0,3,17,1,0,101,1
CCOC(=O)c1c(C)n(C)c2ccc(OC)c(NC(=O)CCN3CCSCC3)c12,-2.0,105,6,-2,1,0,36,-7,-9,104,-9
O=C(Nc1ccn(Cc2c(F)c(F)cc(F)c2F)n1)c1ccc(COc2ccccc2Cl)cc1,0.8,96,7,7,0,1,51,-9,-5,95,-14
COC(=O)NNC(=O)/C=C/c1ccccc1,0.2,99,16,4,-6,-5,10,-5,-1,101,-8
Cc1cccc(C(=O)Nc2ccc3c(c2)C(=O)N(CC(C)C)C3=O)c1,1.5,?,9,18,0,0,15,-1,-5,102,-5
CN1CCc2nc(NC(=O)c3cccc(S(=O)(=O)N4CCc5ccccc54)c3)sc2C1,0.6,101,11,1,-3,-3,17,0,-4,101,-3
Cc1ccc(-n2nnnc2SCc2nc3sc(C)c(C)c3c(=O)[nH]2)cc1,0.4,99,13,8,-4,-2,8,-3,-1,100,-2
O=C(Nc1cc(=O)[nH]c(=O)[nH]1)c1cccc(Br)c1,0.3,115,25,1,-4,0,8,-8,-2,117,-9
Cc1ccccc1N(CC(=O)NCCSC1CCCCC1)S(=O)(=O)c1ccccc1,1.4,93,9,3,0,1,24,2,4,95,4
CC(=O)NN1C(=O)/C(=C\c2ccc(O)cc2)SC1=S,0.8,100,9,7,-2,-2,10,-5,-4,100,-4
O=C(NCc1ccncc1)C1CCN(S(=O)(=O)Cc2ccccc2)CC1,0.0,108,7,0,-7,-10,4,-6,-4,106,-11

# Quoted from the listing, 2 compounds:
Compound,ABCB1 inh,RGS7-Gao reg,Avidin fluor,ABCG2 inh,Bim-Bcl-XL,Bcl-W Bim block,GSH bead fluor,Bcl-B Bim block,Bim-Bcl-2,RGS4-Gao reg,Bim-Bfl-1
CCOC(=O)c1[nH]cnc1C(=O)Nc1ccccc1,0.2,98,20,2,-2,-4,11,-3,-3,98,-6
COc1ccc(NC(=S)N2CCN(CCN3C(=O)c4cccc5cccc(c45)C3=O)CC2)cc1,0.8,?,10,21,-3,0,14,-4,-2,104,-3

# Carrying on:
Compound,ABCB1 inh,RGS7-Gao reg,Avidin fluor,ABCG2 inh,Bim-Bcl-XL,Bcl-W Bim block,GSH bead fluor,Bcl-B Bim block,Bim-Bcl-2,RGS4-Gao reg,Bim-Bfl-1
O=C(CSc1ncc(-c2ccccc2)[nH]1)Nc1cccc(O)c1,-0.2,97,11,-1,4,4,57,-8,-4,100,-13
Cc1ccc2ncnc(NCCCN3CCOCC3)c2c1,0.2,100,11,0,-5,2,11,-10,-10,99,-14
CCOC(=O)COc1c(Cl)cc(C2NC(=S)NC(c3ccccc3)=C2C(C)=O)cc1OCC (stereo unspecified),0.1,100,8,5,-9,-8,19,-16,-8,102,-2
Cc1ccc(S(=O)(=O)NC(=NCC(=O)O)c2ccccc2)cc1,0.2,95,7,2,0,5,23,0,0,91,4
O=C(NCc1cccs1)C1CCCN(S(=O)(=O)c2ccc(Br)s2)C1 (stereo unspecified),1.2,98,26,2,-2,0,13,0,-1,99,0
CCn1ncc(/C=N\NC(=O)Cc2ccc([N+](=O)[O-])cc2)c1C,0.7,97,3,16,-2,-1,10,-3,1,100,-1
CCn1c(=N)n(CC(O)c2ccco2)c2ccccc21 (stereo unspecified),0.3,103,11,3,0,4,58,-5,-3,100,-12
COc1cc(C2NC(=O)NC(c3ccccc3)=C2C(C)=O)cc(Cl)c1OCC(=O)O (stereo unspecified),-0.3,129,23,0,-2,-3,8,-5,-3,131,-6
CC(=O)N1CCC(N(CCN2CCOCC2)C(=S)Nc2cc(C)ccc2C)CC1,-0.7,107,13,-5,-3,2,22,0,6,103,0
COc1ccc(-c2cn[nH]c2C)cc1OC,1.6,104,8,13,2,0,13,2,0,102,-1
CSc1nc(C)cc(SCC(=O)Nc2ccc(Cl)cc2Cl)n1,1.7,100,23,24,-5,-4,12,-6,-2,102,-4
CC(C)COc1ccc(Cc2cnc(N)nc2N)cc1,0.6,96,5,2,-1,2,58,-6,-5,96,-8
CCOC(=O)c1sc2nc(COC(=O)c3c(F)cccc3F)[nH]c(=O)c2c1C,-0.7,94,11,-1,0,4,13,-1,0,98,-4
CCOC(=O)c1c(CN2CCN(C)CC2)oc2ccc(O)cc12,0.2,84,11,1,-3,-3,50,1,-3,88,-6

# Compound activity (PubChem BioAssay)
